Assay outcomes (PubChem BioAssay)
HCV inhibitor: qHTS Assay for Inhibitors of Hepatitis C Virus (HCV); Huh7.5.1 HCVcc-Cre infection, luciferase reporter, 44 h; Potency, µM (doses to about 41.8 µM), without a hit: at the top dose activity change, negative = inhibition, most hits filed as inhibitors; 340,000 compounds, 3.4% hits; AID 651820, 2012; further: potency means the concentration at half of the fitted maximal effect
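Cells seeded at 1,000/well and cultured 4 h, then compounds added followed by HCVcc-Cre virus (~0.5 moi). After 44 h further culture, luciferase substrate was added, plates held 15 min at room temperature, and luminescence read for 15 sec.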
FBPA Giardia inh: qHTS Assay for Inhibitors of Fructose-1,6-bisphosphate Aldolase from Giardia Lamblia. purified Giardia FBPA. Potency, µM (titrated, usually from 59.6 µM), for inactives: at the highest dose activity, negative = inhibition, usual class: inhibitors. 290,000 compounds, 0.71% hits. AID 2451, 2010; further: potency means the concentration at half of the fitted maximal effect; nearly all actives have a fitted effect of over 55% in size
Target sequence (A8B2U2 whole entry, looked up): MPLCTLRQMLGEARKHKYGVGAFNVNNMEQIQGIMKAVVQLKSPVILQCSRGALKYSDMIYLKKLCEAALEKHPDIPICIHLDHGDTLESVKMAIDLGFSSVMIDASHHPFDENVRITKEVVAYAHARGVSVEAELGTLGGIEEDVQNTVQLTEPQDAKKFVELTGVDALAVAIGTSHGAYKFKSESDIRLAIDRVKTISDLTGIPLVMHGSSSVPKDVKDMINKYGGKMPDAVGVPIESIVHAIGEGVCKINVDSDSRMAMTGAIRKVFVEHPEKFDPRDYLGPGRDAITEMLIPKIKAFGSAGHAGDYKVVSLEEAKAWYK
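40 nM FBPA preincubated 10 min at RT with compound (up to 57.5 uM final), then substrate plus GAPDH/TPI/NAD/arsenate coupling and diaphorase/resazurin added. Fluorescence read after 20 min at RT, 525/598 nm.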
HCMV antiviral: qHTS Assay for inhibitors of the human cytomegalovirus (HCMV) | HFF cells, HCMV-luciferase reporter, 72 h; hits give low values | activity change, negative = inhibition, % at 57.5 µM | 410,000 compounds, 4.5% hits | AID 1259415, 2018; in the data active means activity change below about -60%; inconclusive means no clear call, values can overlap the other calls; inactive means above about -39%
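Human foreskin fibroblasts infected with luciferase-reporter HCMV at MOI 1 PFU/cell, compounds at two doses. Luciferase measured 72 h post infection; normalized to buffer-only basal and Salinomycin (10uM) controls.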
AmpC detergent: qHTS Inhibitors of AmpC Beta-Lactamase (assay with detergent); AmpC hydrolysis of nitrocefin, absorbance 480 nm, 0.01% Triton; Potency, µM (highest dose often 114 µM), for inactives: at the highest dose activity change, negative = inhibition, hits mostly inhibitors; 370,000 compounds, 0.041% hits; AID 485294, 2010;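 further: potency means the concentration at half of the fitted maximal effect; 0% = no-compound wells and -100% = no-enzyme wells; nearly all actives have a fitted effect of over 25% in size; some results filed as inactive show a strong effect at the top dose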
Target sequence (P00811 whole entry, looked up): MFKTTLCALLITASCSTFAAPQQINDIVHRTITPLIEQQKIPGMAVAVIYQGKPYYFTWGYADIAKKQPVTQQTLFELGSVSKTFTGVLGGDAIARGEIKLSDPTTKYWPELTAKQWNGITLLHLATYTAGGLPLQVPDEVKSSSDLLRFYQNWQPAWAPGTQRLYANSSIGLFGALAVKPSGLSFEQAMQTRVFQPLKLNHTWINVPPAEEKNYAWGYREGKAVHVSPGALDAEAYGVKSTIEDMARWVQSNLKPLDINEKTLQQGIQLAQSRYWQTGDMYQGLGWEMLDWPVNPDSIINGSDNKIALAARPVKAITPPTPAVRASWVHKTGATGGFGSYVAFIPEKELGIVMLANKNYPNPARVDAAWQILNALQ
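AmpC (5.3 nM in the dispensed reagent) in 20 mM phosphate pH 7.0 with 0.01% (detergent screen) or 0.0001% Triton X-100 was preincubated with compounds for 15 min at room temperature. Nitrocefin was then added from an 800 uM solution, and hydrolysis was followed at 480 nm.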
Sm TGR inh: qHTS Assay for the Inhibitors of Schistosoma Mansoni Peroxiredoxins; Potency, µM (series often up to 114 µM), for inactives: top-dose activity change, negative = inhibition, hits mostly inhibitors; purified TGR, DTNB reduction, TNB absorbance 405 nm; 360,000 compounds, 3% hits; further: potency means the concentration at half of the fitted maximal effect; nearly all actives have a fitted effect of over 60% in size
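Kinetic colorimetric format: TGR-catalysed, NADPH-driven DTNB reduction monitored via TNB absorbance. Enzyme dispensed at 20 nM; compound exposure 15 min at room temperature before reaction start.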
AmpC no deterg: qHTS Inhibitors of AmpC Beta-Lactamase (assay without detergent) | P00811 | AmpC nitrocefin hydrolysis, absorbance 480 nm, 0.0001% Triton | Potency, µM (titrated, usually from 57.1 µM), inactives show at the top dose activity change, negative = inhibition, actives largely listed as inhibitors | 330,000 compounds, 0.52% hits | AID 485341, 2010;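 further: potency means the concentration at half of the fitted maximal effect; plate controls were no compound for no effect and no enzyme for full effect; nearly all actives have a fitted effect of over 20% in size; some results filed as inactive show a strong effect at the top dose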
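20 mM phosphate pH 7.0 + 0.01% (detergent screen) or 0.0001% Triton X-100; 5.3 nM AmpC reagent; cpd preinc 15 min RT; nitrocefin (800 uM stock) to start; A480 q20 s × 4 min; Activity was normalised to no-enzyme and no-compound control wells.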
* marks the source's active call; other numbers are inactive results; ? = inconclusive; nt = not tested or not shown; & = joins results of further samples; [ ] = remark or other dose. Unless noted, the call rests on the fitted dose curve; in most records, active means well fitted curve in the direction sought with a large enough effect; inconclusive means small, poorly fitted or top-dose-only effect, or another doubt; inactive means no such curve, though single readings can be large; an effect the other way counts as inactive or inconclusive. Unless noted, on the % scale 0 is the no-effect control and ±100 the full control effect.

Results follow in this order: AmpC detergent | HCMV antiviral | Sm TGR inh | FBPA Giardia inh | AmpC no deterg | HCV inhibitor
- CCN(CC)S(=O)(=O)c1cccc(C(=O)NC(C(=O)NC2=NCCS2)C(C)C)c1 (stereo not drawn)
→ ? | -7 | 1% | 1% | 0% | -4%
- OCC1(CCOc2ccccc2)CCN(Cc2nc3ccc(F)cc3[nH]2)CC1
→ 0% | -62* | -25% | 0% | 63%[activator] | -21%
- COc1ccc(C)c2sc(N(CCCN(C)C)C(=O)c3ccc(S(=O)(=O)N(C)C)cc3)nc12
→ 3% | -23 | 3% | 0% | 191%[activator] | -19%
- CCc1ccc(N(C(=O)c2snc(C(N)=O)c2N)C(C(=O)NC2CCCC2)c2ccco2)cc1 (stereo not drawn)
→ 0% | ? | 0% | 5% | -35% | ?
- COc1ccccc1C1NC(=O)CS1 (stereo not drawn)
→ -7% | -15 | -7% | -9% | 1% | 17%
- CC(C)CCn1nnnc1CN1CCN(C(=O)c2ccco2)CC1
→ -1% | -17 | -13% | -23% | -3% | -4%
- COc1ccccc1CNCC(=O)Nc1cc(S(=O)(=O)N2CCCCCC2)ccc1Cl
→ 8% | -23 | 0% | ? | 2% | ?
- CC(C)N1CCc2c(sc(N)c2C#N)C1
→ -11% | 3 | 0% | ? | -2% | 7%
- Cc1c(CCCN)c2ccccc2n1Cc1ccccc1
→ -2% | -35 | 15%[57.1 µM] | -1% | 18% | 11µM*
- COc1ccc(NC(=O)CN2CCC(C)CC2)cc1
→ -15% | 112 | -3% | 5% | -10% | -1%
- COCCNC(=O)C(c1ccc(C)o1)N(Cc1ccc(F)cc1)C(=O)Cn1nnc2ccccc21 (stereo not drawn)
→ -10% | -14 | -9% | 0% | 193%[activator] | 2%&-13%
- COc1ccc(S(N)(=O)=O)cc1C(=O)NCC(C)(C)N1CCCCC1
→ -4% | -17 | -5% | -17% | 7% | 5%
- Cc1nc2ccc(Br)cc2c(=O)n1-c1ccc([N+](=O)[O-])c(C(F)(F)F)c1
→ -5% | ? | -16% | -1% | -12% | 24%
- Cc1sc(NC(=O)CSc2nnc(COc3ccc(Cl)cc3)n2C)c(C#N)c1C
→ 0% | 3 | 4% | 3% | -6% | 2%
- COCC(=O)N1CCCc2ccccc21
→ -1% | 71 | -7% | 0% | -11% | 1%
- Cc1ccc2nc(-c3ccc(SCC(=O)N4CCc5ccccc54)nc3)[nH]c2c1
→ -5% | 37 | -5% | -28% | -7% | ?
- O=C(c1cccs1)N1CCC(c2nc3c(nnn3Cc3ccccc3)c(=O)[nH]2)CC1
→ -15% | -29 | 8% | 4% | 1% | -4%
- COc1ccc(C(=O)NCCNc2ccc([N+](=O)[O-])cc2)cc1OC
→ -21% | -11 | 4% | -3% | -13% | -4%
- CCCc1cc(=O)[nH]c(SCC(=O)Nc2ccc3c(c2)CCC3)n1
→ 6% | 6 | 1% | 0% | -7% | 2%
- C=CCNC(=S)N(CC)c1cccc2ccccc12
→ -10% | -27 | -8% | -12% | 1% | 2%
- Cc1ccc(Oc2coc3cc(O)ccc3c2=O)cc1
→ -1% | 50 | -5% | 9% | -29% | 7%
- CC1(c2ccc3ccccc3c2)NC(=O)N(CC(=O)Nc2cccc(S(=O)(=O)N3CCOCC3)c2)C1=O (stereo not drawn)
→ -10% | ? | -3% | -1% | 4% | 6%
- COc1ccc(C2C(C(C)=O)=C(O)C(=O)N2CCCn2ccnc2)cc1 (stereo not drawn)
→ -3% | 8 | -22% | nt | -13% | 3%
- Cn1cccc1CNC(=S)Nc1cc(F)cc(F)c1
→ 3% | -28 | -12% | -8% | -23% | 5%
- COc1cc(C2c3c(-c4ccccc4O)n[nH]c3C(=O)N2Cc2ccco2)ccc1OCC(C)C (stereo not drawn)
→ 16% | 0 | -2% | nt | nt | nt
- Cc1nn(-c2ccc([N+](=O)[O-])cc2)c(N)c1-c1ccccc1
→ -8% | -65* | 7% | 1% | ? | -16%
- Nc1ccc(Sc2ccc([N+](=O)[O-])cc2)cc1
→ 5% | ? | 5% | -9% | -24% | 17%
- CC(=O)N1c2ccc(S(=O)(=O)N3CCC(C(=O)NC4CCCCC4)CC3)cc2CC1C (stereo not drawn)
→ -1% | -36 | 1% | nt | 25% | 20%
- COC(=O)c1ccc(/C=N/NC(=O)CNc2cccc(C)c2)cc1
→ 10% | -6 | 7% | 6% | -5% | ?
- CC(Nc1nc(-c2ccccc2)nc2ccccc12)c1ccccc1 (stereo not drawn)
→ 12% | 50 | 11% | -4% | -36% | -30%
- Nc1nnc(N2CCCCC2)s1
→ 0% | 9 | 7% | -6% | -42% | 30%[activator]
- COc1ccc(C(=O)NC2c3ccccc3-c3ccccc32)cc1
→ ? | -36 | -1% | 6% | -16% | 2%
- CCn1nnc2cc(C(=O)NCCc3ccccc3F)ccc21
→ -1% | 66 | 4% | 1% | -18% | 19%
- Cc1cc(NC(=O)CSc2nnnn2C)n(-c2ccccc2)n1
→ -20% | 8 | -1% | -1% | -10% | ?
- Cc1cc(S(=O)(=O)NCC(c2ccco2)S(=O)(=O)c2ccccc2)ccc1F (stereo not drawn)
→ 1% | -31 | ? | nt | nt | nt
- Oc1ccccc1-c1cc(-c2ccccc2)n[nH]1
→ nt | 14 | nt | nt | -24% | ?
- CC1(C)NC(=O)N(CC(O)COc2ccccc2-c2ccccc2)C1=O (stereo not drawn)
→ -8% | -14 | 1% | 0% | 72%[activator] | -15%
- CCOC(=O)C(NC(=O)Nc1ccc(F)cc1)(OCC)C(F)(F)F (stereo not drawn)
→ -4% | 14 | -5% | 5% | -19% | -3%
- COc1ccc(OC)c(-c2nc(CN3CCCCC3c3cccnc3)c(C)o2)c1 (stereo not drawn)
→ -2% | -29 | -6%[57.1 µM] | -6% | 109%[activator] | ?
- CCCCSCCCNC(=O)Nc1cccc(OC)c1
→ 4% | -20 | 2% | -2% | -39% | -14%

Part of the list above, limited to AmpC no deterg, HCMV antiviral and HCV inhibitor:
canonical_smiles	AmpC no deterg	HCMV antiviral	HCV inhibitor
CC1(C)NC(=O)N(CC(O)COc2ccccc2-c2ccccc2)C1=O (stereo not drawn)	72%[activator]	-14	-15%
CCOC(=O)C(NC(=O)Nc1ccc(F)cc1)(OCC)C(F)(F)F (stereo not drawn)	-19%	14	-3%
Cc1cc(NC(=O)CSc2nnnn2C)n(-c2ccccc2)n1	-10%	8	?
COc1ccc(C(=O)NC2c3ccccc3-c3ccccc32)cc1	-16%	-36	2%
CCn1nnc2cc(C(=O)NCCc3ccccc3F)ccc21	-18%	66	19%

Additional compounds.
Results follow in this order: AmpC detergent | HCMV antiviral | Sm TGR inh | FBPA Giardia inh | AmpC no deterg | HCV inhibitor
- C/C(=C1\SC(N2CCOCC2)=NC1=O)c1ccccc1
→ -13% | -15 | -4% | 2% | -1% | -8%
- CCOC(=O)c1nn(-c2ccc(C)cc2)c(=O)cc1OCC(=O)Nc1ccc(OC)cc1
→ -16% | -24 | -8% | nt | -27% | 9%
- Cc1cc(C)cc(N2C(=O)N(Cc3cccc(F)c3)c3ccccc3S2(=O)=O)c1
→ 8% | -5 | 2% | nt | nt | nt
- CC1C=Cc2ccccc2N1C(=O)c1ccccc1 (stereo not drawn)
→ 1% | 17 | 10% | 0% | -20% | -20%
- S=c1[nH]nc(-c2ccc(Cl)cc2)n1CC1CCCO1 (stereo not drawn)
→ -14% | 34 | 0% | -1% | -28% | 16%
- Cc1cc(C)cc(NC(=O)c2cc(S(=O)(=O)NCCC3=CCCCC3)ccc2F)c1
→ 10% | -14 | 0% | nt | nt | nt
- CCOc1ccc(OCCSc2nc3ccccc3o2)cc1
→ 3% | -22 | -3% | 1% | -13% | -14%
- CCN(CC)CCn1cnc2c1c(=O)[nH]c(=O)n2Cc1ccccc1
→ 1% | -4 | 28% | -4% | -12% | 10%
- O=C1CN(CC(=O)N2CCCCC2)c2ccccc2O1
→ -2% | -28 | 11µM* | -27% | -4% | 2%
- C=CC(=O)N1C/C=C\C(c2ccc(OC)cc2)N(Cc2ccc(F)cc2)C(=O)C1 (stereo not drawn)
→ -6% | 7 | -32% | -1%&3% | 41% | 0%
- Cc1ccccc1CSCc1ccc(C(=O)NCCc2ccccc2)o1
→ -3% | 7 | -26% | nt | nt | nt
- O=C(Cc1cccc2ccccc12)Nc1ccc(-c2cc3ccccc3oc2=O)cc1
→ 1% | -39 | -3% | -3% | ? | ?
- COc1cc(OC)cc(C(=O)N2CCN(Cc3ccccc3[N+](=O)[O-])CC2)c1
→ 0% | -35 | 4% | 18µM* | 93%[activator] | 6%
- COc1ccc(-n2nc(C(=O)Nc3ccc(Cl)cn3)c3c4ccccc4n(C)c3c2=O)cc1
→ 0% | 18 | 3% | nt | nt | nt
- Cc1cccc(NC(=S)N2CCN(c3cc(C)ccc3C)CC2)c1
→ -2% | 14 | -2% | 7% | -16% | 4%
- O=C(CCSc1ccccc1)Nc1nc2c(s1)CCCC2
→ -5% | 37 | 20% | -5% | -21% | -27%
- Cc1cc(C)n(CC(=O)NC2CCCN(Cc3ccc(Cl)cc3)C2)n1 (stereo not drawn)
→ -12% | -9 | -16% | nt | 30% | -6%
- Cc1cccc(-c2noc(Cc3ccccc3)n2)c1
→ 1% | 4 | 8% | -9% | -33% | -13%
- Cc1cccc(NC(=O)CCC(=O)N/N=C/c2ccco2)c1C
→ -5% | -38 | -9% | -7% | -22% | 24%
- CCOc1ccc(-n2c(Cc3ccccc3)nnc2SCc2nc(-c3cccs3)no2)cc1
→ -1% | -7 | 1% | nt | nt | nt
- CC(=O)c1ccc(NC(=O)CSc2nc(-c3cccc(F)c3)nc3c2c(=O)n(C)c(=O)n3C)cc1
→ -5% | -4 | 0% | nt | nt | nt
- O=[N+]([O-])c1ccc(Cc2ccccn2)cc1
→ 1% | -13 | -28% | nt | -8% | 18%
- CC1CCCC(C)N1C(=O)COC(=O)CNC(=O)c1sc2ccccc2c1Cl (stereo not drawn)
→ -5% | -6 | 4% | nt | 39% | 16%
- CC(c1ccccc1)N1C(=O)C2C3CCC(C3)C2C1=O (stereo not drawn)
→ -4% | -21 | 2% | 6% | -22% | 5%
- CC(C)OC(=O)CC1C(=O)NCCN1C(=S)NC(=O)c1ccccc1 (stereo not drawn)
→ 0% | -19 | nt | 11µM* | 1% | 17%
- CC12CCC(C(=O)Nc3ccncc3)(CC1O)C2(C)C (stereo not drawn)
→ 0% | -7 | 3% | -2% | -10% | 3%
- CC(=O)Nc1cc(-c2nn3c(C)nnc3s2)ccc1C
→ ? | 48 | 3% | 2% | -16% | 9%
- CCCCCCC[n+]1ccc(-c2cc[n+](CCCCCCC)cc2)cc1
→ -11% | -101* | -26% | -9%&-2% | 34% | ?
